# PP1 counter: PP1-alpha (human) inhibition in PP5 counter-screen. purified PP1alpha, OMFP fluorescence. inhibition, % at 6.7 µM. hit rate 0.9% among 320,000. AID 2235;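 active means inhibition above the mean inhibition of all tested compounds plus 3 SD, computed separately for each screening campaign, cut at about 15% in these data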
# PP5 primary: blocks human protein phosphatase 5 activity | P53041 | purified PP5c, OMFP substrate fluorescence | inhibition, % at 6.7 µM | hit rate 0.18% among 320,000;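 active means inhibition above the campaign's mean inhibition across all tested compounds plus 3 SD, cut at about 9.5% in these data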;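 further: 0% = DMSO only and 100% = 100 µM cantharidin control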
# Target sequence (P53041 whole entry, looked up): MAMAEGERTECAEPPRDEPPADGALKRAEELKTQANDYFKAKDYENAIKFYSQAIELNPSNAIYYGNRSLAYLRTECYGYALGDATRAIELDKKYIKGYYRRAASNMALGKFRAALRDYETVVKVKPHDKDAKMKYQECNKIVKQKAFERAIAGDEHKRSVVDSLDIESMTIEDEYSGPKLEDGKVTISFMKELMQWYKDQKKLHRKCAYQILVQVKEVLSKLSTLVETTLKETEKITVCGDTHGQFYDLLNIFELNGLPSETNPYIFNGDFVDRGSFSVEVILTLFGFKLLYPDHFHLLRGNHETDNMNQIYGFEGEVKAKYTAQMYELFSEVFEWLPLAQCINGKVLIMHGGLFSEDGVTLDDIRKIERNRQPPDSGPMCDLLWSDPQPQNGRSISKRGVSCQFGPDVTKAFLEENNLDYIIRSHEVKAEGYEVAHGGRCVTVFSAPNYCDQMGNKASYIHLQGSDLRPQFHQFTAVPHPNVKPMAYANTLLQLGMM
# procasp3 activ: activators of human procaspase-3. AID 463141. P42574. activation, % at 8.5 µM. recombinant procaspase-3 D3A, Ac-DEVD-pNA absorbance 405 nm. hit rate 0.11% among 330,000;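 active means activation above the mean of all tested compounds plus 3 SD, cut at about 21% in these data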;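 further: 0% = DMSO alone and 100% = DMSO wells spiked with extra 5 µM PC-3 D3A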
#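 Test system: Procaspase-3 D3A mutant, all three cleavage aspartates alanine | Dosing: Single dose, 8.5 µM nominal compound, 0.8% DMSO | Schedule: 1 h preincubation, 2 h reaction | Technique: 405 nm absorbance of p-nitroaniline, reads at 0 and 120 min | Repeats: One well per compound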
# Fh CTSL1 inh: blocks F. hepatica cathepsin L1 in PFM18AAP counter-screen | recombinant F. hepatica cathepsin L1, Z-Leu-Arg-MCA fluorescence | inhibition, % at 5.96 µM | hit rate 0.49% among 300,000 | AID 1906;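 active means inhibition above the mean of all tested compounds plus 3 SD, set per screening campaign, cut at about 17% in these data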;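 further: 0% = plate median of test compound wells and 100% = 1 µM Z-Phe-Ala-diazomethylketone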
# GASC-1 inh: inhibitors of human GASC-1 (JMJD2C) demethylase | Q9H3R0 | GST-JMJD2C(1-420) H3K9me3 demethylation, DELFIA europium | inhibition, % at 2.35 µM | hit rate 0.069% among 330,000 | AID 2099;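 active means more than half of a compound's replicate wells show inhibition beyond 50%, single wells judged on their own value; inconclusive means some, but no more than half, of replicates pass 50% inhibition; inactive means no replicate passes 50% inhibition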;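 further: signal counts dimethyl H3K9 product captured on neutravidin plate; 0% = median of DMSO wells and 100% = 0.3 times that DMSO median; strong numbers were not always called active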
# Target sequence (Q9H3R0 1-420 limits assumed): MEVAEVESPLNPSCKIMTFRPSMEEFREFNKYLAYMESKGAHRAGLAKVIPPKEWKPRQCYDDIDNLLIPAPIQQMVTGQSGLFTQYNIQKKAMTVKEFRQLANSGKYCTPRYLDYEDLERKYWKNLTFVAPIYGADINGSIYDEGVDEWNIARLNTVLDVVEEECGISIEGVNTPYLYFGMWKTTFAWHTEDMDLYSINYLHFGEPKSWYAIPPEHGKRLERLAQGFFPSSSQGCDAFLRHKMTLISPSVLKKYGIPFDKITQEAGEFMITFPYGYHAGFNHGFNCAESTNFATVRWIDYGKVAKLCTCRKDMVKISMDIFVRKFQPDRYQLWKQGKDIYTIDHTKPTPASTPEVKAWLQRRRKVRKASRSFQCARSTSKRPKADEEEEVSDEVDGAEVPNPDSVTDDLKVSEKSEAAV
# core dimer inh: blocks dimerization of HCV core protein | TR-FRET GST/Flag-core106 dimerization, 1536-well | inhibition, % at 5 µM | hit rate 0.33% among 300,000;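 active means inhibition above the mean of all tested compounds plus 3 SD, set per screening campaign, cut at about 45% in these data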
#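 Assay system: GST-tagged and Flag-tagged HCV core protein residues 1-106 / Times: compound-protein-antibody incubation 4 h at 22.5 °C / Signal: time-resolved FRET, ex 340 nm, em 617 and 671 nm / Evaluation: % inhibition based on acceptor/donor emission ratio / Benchmarks: wells lacking GST-core106 and wells with excess unlabelled core106 / Repeats: singlicate, one well per compound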
# VLA-4 inh: inhibition in a human VLA-4 binding assay. VLA-4 expressing cells, ligand binding flow cytometry. hit rate 0.2% among 330,000. inhibition, % (about 7 µM as worked out from the volumes in the protocol). P13612; in the data active means inhibition above about 50%
# GRK2 inh: blocks RNA aptamer binding to human GRK2 | P25098 | bead flow cytometry, FAM-aptamer displacement from GRK2 | inhibition of aptamer binding, % at 10 µM | hit rate 0.59% among 330,000 | AID 488847;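 active means inhibition of aptamer binding above 40%, roughly 3 SD of noise, on plates passing a quality check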;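 further: median bead fluorescence of bound FAM aptamer so fluorescent compounds give negative values; no value below 0 was filed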
# proCasp7 act: activates human procaspase-7, counter-screen for procaspase-3 activators; P55210; activation, % at 8.5 µM; hit rate 0.093% among 330,000; recombinant procaspase-7, Ac-DEVD-pNA absorbance 405 nm; D23A/D198A/D206A triple mutant, cannot self-cleave; scale: DMSO 0, 5 µM enzyme 100;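 active means percent activation above the screen-wide mean plus 3 SD, cut at about 25% in these data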
#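 Material: Procaspase-7 triple mutant (PC-7 D3A) | Quantity: 2 µM procaspase-7 mutant as dispensed | Reagent: DEVD-pNA substrate | Times: 1 h preincubation, 2 h reaction | Technique: 405 nm absorbance of p-nitroaniline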
# The depositor's hits bear a star; ? = inconclusive; nt = not tested or not shown; & = joins results of further samples.
Compound,Fh CTSL1 inh,PP1 counter,PP5 primary,VLA-4 inh,core dimer inh,proCasp7 act,GASC-1 inh,GRK2 inh,procasp3 activ
O=C(NCCNc1ccc([N+](=O)[O-])cc1C(F)(F)F)c1ccc(F)cc1,-1,-1,2.2,0,-3,-5,-3,0,-6
Cc1c(Cl)c([N+](=O)[O-])nn1CC(=O)NC12CC3CC(CC(C3)C1)C2,0,2,1.4,-4,-11,5,4,0,-7
CCOC(=O)C[N+](C)(C)CCOC1CC2CCC1(C)C2(C)C (centres undefined),1,-2,-2.5,22,-4,12,-6,0,-1
COc1cc2ccccc2cc1C(=O)OCC(=O)N1CCOCC1,-3,2,-0.8,-6,0,3,0,2,-6
Cc1ccc(NC(=O)C(=O)N2CCCC2)cc1Cl,-9,-5,3.6,13,-10,-5,-5,0,-5
O=C(/C=C/c1ccc(Cl)cc1)N(c1ccccn1)C1CCCCC1,2,3,1.1,-16,8,4,-3,0,5
O/N=C1/CCCCC1c1ccccn1 (centres undefined),-8,-2,1.1,28,-6,3,-15,0,5
O=S(=O)(NCc1nnc2ccccn12)c1ccc(Cl)cc1,nt,-6,-0.5,-10,nt,-9,7,4,4
CNc1nc(-c2ccccc2)cc(-c2ccccc2)n1,-7,11,3.2,5,-10,-2,-7,0,2
CC(=O)c1ccc(N2Cc3ccccc3/C2=N\C(=O)Nc2ccc(Cl)cc2)cc1,2,0,4.9,10,11,7,-16,0,4
O=C(Nc1nccs1)C(F)(F)C(F)(F)C(F)(F)C(=O)Nc1nccs1,-3,0,1.3,-2,1,-3,4,10,-2
CNC(=O)CC1C(=O)N(c2ccc(F)cc2)C(=S)N1NC(=O)c1ccc(Cl)cc1 (centres undefined),-4,-2,-2.2,2,7,2,3,2,-4
CCN(C(=O)c1cc(Cl)ccc1OC)c1ccccc1,-2,-7,2.6,6,7,-1,29,2,-6
NC(=O)C1(N2CCCCC2)CCN(S(=O)(=O)c2ccc(Cl)s2)CC1,-4,-10,-2.5,12,-12,-3,2,0,0
Cc1ccc(Nc2cc(-c3ccccc3)nc3ncnn23)cc1,1,3,0.6,6,-1,3,-8,0,-6
CCOC(=O)C1CCCCN1Cc1ccc(F)c(Br)c1 (centres undefined),2,-5,4.2,7,-1,-10,30,0,-8
O=C(Nc1sc2c(c1C(=O)NCCO)CCCC2)c1ccco1,-1,3,0.8,5,2,-6,12,2,-5
CCc1ccccc1N(C(=O)c1cccs1)C1C=CS(=O)(=O)C1 (centres undefined),0,-2,1.8,-7,-1,9,?,3,10
COc1cc(CN2CCC(C(=O)N3CCCC(C)C3)CC2)cc(Br)c1O (centres undefined),-2,-3,5.1,13,1,3,15,0,2
C=CC[n+]1c(-c2ccc(Cl)cc2Cl)csc1Nc1ccc(NC(C)=O)cc1,0,2,4.4,5,1,1,-2,2,3
CCOc1ccc(NC(=O)c2ccc(N3CC4CC(C3)c3cccc(=O)n3C4)c(N)c2)cc1 (centres undefined),2,-3,-0.9,6,-1,1,-9,93*,11
CCc1ccc(/C=N/NC(=O)c2cc(-c3cccc([N+](=O)[O-])c3)n[nH]2)cc1,2,5,0.1,-5,4,5,6,0,2
Cc1ccc2c(c1)[nH]c1c(=O)n(Cc3ccccn3)cnc12,0,-2,-1.6,14,-1,-8,-7,5,6
C=CCn1cccc(C(=O)Nc2cc(OC)cc(OC)c2)c1=O,1,0,0.8,-1,2,8,-5,0,4
COc1ccccc1OCC(=O)O,-2&6,-6&10,2.3&2.3,4&-6,-5&-8,-5&-6,2&-6,0&0,0&-2
CCCc1c(C)nc(N2CCN(c3ccccc3OC)CC2)[nH]c1=O,1,0,0.5,-3,-8,-1,-9,2,1
CCn1c(CSc2nc3ccccc3n2C)nc2ccccc21,-6,2,4.1,3,-2,5,3,0,2
COC(=O)c1ccc(CN2CCC(CO)(Cc3ccc(OC)cc3)CC2)cc1,-3,-3,-0.6,14,-3,-1,-2,0,0
CN(C(=O)c1ccc2c(c1)OCO2)C1(C(=O)NC2CCCCC2)CCCCC1,8,0,-7.3,-10,-13,5,-2,0,-9
O=S(=O)(NCC1CCCO1)c1cccc(C(F)(F)F)c1 (centres undefined),0,-3,-0.4,7,-2,8,-21,2,0

# Other structures:
Compound,Fh CTSL1 inh,PP1 counter,PP5 primary,VLA-4 inh,core dimer inh,proCasp7 act,GASC-1 inh,GRK2 inh,procasp3 activ
O=C1CC(c2ccccc2)CC(O)=C1C=NCc1ccco1 (centres undefined),3,2,0.1,7,9,-5,0,0,-2
O=C1CC(N2CCN(c3ccc(F)cc3)CC2)C(=O)N1c1ccc2c(c1)OCO2 (centres undefined),0,3,1.0,-8,-6,-12,2,2,-16
COC(=O)c1ccc(NC(=O)CSc2nnc(CNc3ccc(F)cc3)n2C)cc1,-2,-2,2.4,-8,-5,-1,16,0,-1
COC(=O)c1c(NC(=O)CSc2nc3ccccc3c(=O)n2-c2ccccc2)sc(C)c1C,0,-3,-0.5,-2,28,-4,-4,0,-3
O=C(CN1C(=O)NC2(CCCC2)C1=O)Nc1nc(-c2ccc(F)cc2)cs1,-1,0,3.8,8,7,-6,-10,0,3
O=C(CNC(=O)c1[nH]cnc1C(=O)NC(c1ccccc1)c1ccccc1)OCc1ccccc1,5,4,1.8,4,11,3,4,3,-2
O=C(CSc1ccc2ccccc2n1)Nc1nsc(-c2ccc(Cl)cc2)n1,-3,-1,2.7,21,11,0,-8,0,1
O=C(Cn1cc(C(=O)C2CC2)c2ccccc21)NCC1CCCO1 (centres undefined),-4,-3,3.4,7,2,9,-5,0,7
COc1ccc(-c2ccc(N(C)C)cc2)cc1[C@H]1[C@H]2C=CC[C@@H](C)[C@@H]2C(=O)N1Cc1ccccc1,2,3,4.9,28,-4,-1,0,1,13
Cc1ccccc1C(=O)N1CCC(C(=O)NC2CCCC2)CC1,-2,0,-1.3,-9,-6,4,-5,0,3
Cc1nc2ccccn2c1C(=O)NN=C1C2CC3CC(C2)CC1C3,2,-4,3.3,-28,-1,-18,-9,0,-8
N#Cc1c2c(nc(N)c1-c1ccccc1)CCCCC2,-3,1,2.6,11,4,-3,1,5,7
Cc1cc(OCC(O)CN2CCc3ccccc3C2)cc(C(C)C)c1 (centres undefined),0,4,2.0,17,0,9,-18,0,3
O=c1nc(N2CCCCC2)nc(Nc2ccccc2)[nH]1,0,4,-1.2,11,1,14,6,0,2
COc1ccc(N(C(=O)c2ccncc2)S(=O)(=O)c2cccc([N+](=O)[O-])c2)cc1,-1,5,0.1,4,-2,0,1,0,0
O=C(CSc1ncnc2ccccc12)NCC(=O)c1ccccc1,6,-8,0.2,2,2,3,10,1,3
Fc1ccc(-c2csc(N3CCSCC3)n2)cc1,0,-3,1.4,-1,0,-15,-32,2,0
CC(=O)c1cccc(NC(=O)c2cccc(N3C(=O)c4ccccc4C3=O)c2)c1,-1,2,-1.7,2,11,-6,-14,0,-6
COc1cccc(C2=CC(=O)C[C@H](c3ccc(OC)c(OC)c3)C2)c1,nt,-1,1.2,0,nt,2,5,0,-4
CCOC(=O)CC(=O)CSc1nc2c(sc(=S)n2-c2ccc(OCC)cc2)c(=O)[nH]1,5,3,-1.5,-3,7,-3,3,0,2
COc1ccc(C(=O)NC2CCCc3ccccc32)c(OC)c1OC (centres undefined),-1,1,1.2,-4,14,-1,-1,2,11
O=C(O)COc1ccc(-c2nccc(-c3ccccn3)n2)cc1,-1,1,2.7,11,3,10,1,0,7
O=C(N/N=C/c1cccc([N+](=O)[O-])c1)c1ccc(Br)cc1,3,2,-1.9,4,-1,9,-14,25,-3
CC(=O)N1CCN(S(=O)(=O)c2ccc3c(c2)CC(=O)N3)CC1,nt,0,-1.2,20,nt,6,-7,1,6
COc1ccc(/C=C2/Sc3ccc(C(=O)N4CCc5ccccc5C4)cc3NC2=O)cc1,-3,11,-1.2,26,1,8,?,1,6
COc1ccccc1CCNC(=O)C1(C)CC1(Cl)Cl (centres undefined),3,1,0.7,28,6,-4,-23,0,2
O=C(CSc1nc2ccccc2nc1N1CCOCC1)N1CCN(c2ccccc2)CC1,-2,4,5.8,-16,8,6,2,1,-2
CCOc1ccc(N(C)c2ccc(/C=C3/SC(=S)NC3=O)cc2)cc1,3,1,2.0,-142,11,-6,-2,0,-4
CC(=O)NCCc1cc2ccc(C)cc2[nH]c1=O,-6,-5,1.9,-2,9,7,16,0,2
O=C(c1ccco1)N1CCN(C(=O)c2cccc3c2C(=O)N(Cc2cccnc2)C3)CC1,-1,-9,2.4,-12,-10,-2,-28,1,9

# Going on with the list.
Compound,Fh CTSL1 inh,PP1 counter,PP5 primary,VLA-4 inh,core dimer inh,proCasp7 act,GASC-1 inh,GRK2 inh,procasp3 activ
CC(C)CNC(=S)N(CCN(C)C)Cc1cc2cc3c(cc2[nH]c1=O)OCO3,2,1,-1.1,10,-3,-4,-10,0,3
COc1cccc(-c2sc3ccc(OC)cc3c2-c2ccc(OCCN3CCOCC3)cc2)c1,nt,nt,nt,19,nt,5,-5,0,5
COc1ccc(/C=N/Nc2nc(-c3ccc(C)cc3)c(NC(C)=O)s2)cc1,7,0,1.1,2,-2,-2,-19,0,-5
C/C=C/c1ccc(OCCSc2nc(C)cc(=O)[nH]2)c(OC)c1,-3,-8,2.5,-2,-1,-1,13,0,-4
C=CCN1c2ccccc2[C@]23C[C@@H](C(=O)OC)N=C2NC(C(=O)OC)=C(C(=O)OC)[C@H]13,-1,-3,1.1,17,-7,3,-6,2,3
Cn1c(=O)c(/C(N)=N/OC(=O)c2ccccc2)cn(-c2ccccc2)c1=O,0,-1,-3.3,-2,-1,8,-15,2,-7
CCOC(=O)Cn1c(=N)n(CCOc2ccc(OC)cc2)c2ccccc21,3,-3,-2.0,-7,3,1,6,7,-1
Cc1cc(NC(=O)Cn2cc(C(F)(F)F)cc(Cl)c2=O)no1,-1,0,0.4,-3,1,-1,-1,1,6
CCN(CC)CCOC(=O)c1ccc(Cl)cc1,2,-2,-0.1,8,-5,15,-4,2,-6
O=C(Nc1ccc(S(=O)(=O)N2CCCC2)cc1)c1ccc(OCC2CCCO2)cc1 (centres undefined),-6,2,1.2,1,-1,11,-2,0,2

# One compound at a time (already shown). Screens in order: Fh CTSL1 inh | PP1 counter | PP5 primary | VLA-4 inh | core dimer inh | proCasp7 act | GASC-1 inh | GRK2 inh | procasp3 activ
# `COc1ccc(/C=N/Nc2nc(-c3ccc(C)cc3)c(NC(C)=O)s2)cc1` is listed as 7 | 0 | 1.1 | 2 | -2 | -2 | -19 | 0 | -5
# `CC(C)CNC(=S)N(CCN(C)C)Cc1cc2cc3c(cc2[nH]c1=O)OCO3` is listed as 2 | 1 | -1.1 | 10 | -3 | -4 | -10 | 0 | 3

# Assay outcomes (PubChem BioAssay)

# Rows were taken by chance; overall some 2.6% were active at least once.
